# Source: PubChem BioAssay
# Lipid storage S3: qHTS Assay for Lipid Storage Modulators in Drosophila S3 Cells; actives 0.64% (n = 320,000); AID 2685; Drosophila S3 cells, BODIPY lipid droplet fluorescence, 18-24 h; cells fed with added oleic acid; lipid storage change, negative = inhibition, % at the top dose, mostly 46.1 µM; hits show Potency in µM; active = well fitted inhibition curve with a large enough effect in the signal ratio, with a control signal flat, not every such curve was filed as active; inconclusive = small, poorly fitted or top-dose-only effect, or effect the other way, or a change in a side signal; the % refers to the signal ratio
#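 Laser-scanning cytometry quantifies lipid droplet accumulation (500–530 nm total intensity; droplet/cell object ratio) in oleic acid-fed (400 uM added) Drosophila S3 cells treated with a concentration series. 20 uM Triacsin C defined 100% inhibition.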
# Lipid storage S3 cell count max: further read-out of Lipid storage S3, marked with its call; cell number change, %; measured here: cell count max response;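 cells counted by Cell Tracker Red CMTPX staining in the red channel; peak over a dose series mostly up to 46.1 µM; percent activity relative to internal control wells on each plate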
# * hit, by the source's call; i = inactive; ? = inconclusive; nt = no result given. % is set by controls: 0 for no effect and ±100 for the full control effect; potency is the fitted concentration of half-maximal effect.
item	molecule	Lipid storage S3	Lipid storage S3 cell count max
1	CCOC(=O)CSc1nnc(CNC(=O)c2cccs2)n1-c1cccc(C)c1	-8%	-1
2	O=C(NCCNS(=O)(=O)c1ccc(Cl)cc1)c1cc(OCC(F)(F)F)ccc1OCC(F)(F)F	i	nt
3	Brc1cccc(OCCCN2CCCCCC2)c1	?	nt
4	CC(C)Sc1nc(N)nc(-c2cccs2)c1C#N	3%	-1
5	CCN(CC(=O)NC(=O)Nc1ccccc1F)Cc1ccccc1	15%	19
6	Nc1cc(=O)[nH]c(SCC(=O)Nc2nc3ccc([N+](=O)[O-])cc3s2)n1	-21%	2
7	Cc1ccc(NC(=O)COc2ccc(N(C)S(=O)(=O)c3ccc(F)cc3)cc2)cc1	9%	-11
8	CC(=O)Nc1ccc(OCC(O)Cn2c(C(C)C)nc3ccccc32)cc1 (centres undefined)	-6%	19
9	Cc1nc2ccc(NC(=O)c3cnc(Cl)c(Cl)c3)cc2s1	?	nt
10	Cc1ccc(NC(=O)CN2C(=O)S/C(=C\c3cc(C)n(-c4ccc(C(=O)O)cc4)c3C)C2=O)cc1	-14%	-13
11	CCN(CC)C(=O)/C(=C/c1cccc([N+](=O)[O-])c1)NC(=O)c1ccco1	6%	6
12	O=C(O)Cn1cc2c(n1)CCCC2	?	nt
13	COc1c(C(=O)NCCSC(C)(C)C)ccc2ccccc12	?	nt
14	CC1CCCCN1C(=O)Cn1cnc2c1c(=O)n(C)c(=O)n2C (centres undefined)	6%	-1
15	CC(NC(=O)NC(=O)c1ccc(Cl)cc1Cl)C1CC1 (centres undefined)	?	nt
16	COc1ccc(C(=O)NCC(C)(C)N2CCOCC2)cc1S(=O)(=O)N1CCCC1	-2%	nt
17	Cc1ccc(C(=O)N2CCN(c3ccc([N+](=O)[O-])cc3)CC2)o1	i	18
18	CCn1c(CNc2ccc(Cl)cc2)nnc1SCc1ccc(C)cc1	10%	-3
19	CCOc1ccc(C(=O)N2CCN(c3ccccc3)CC2)cc1	5%	3
20	CCOC(=O)c1cccc(NC(=O)CCc2nnc3ccc(N4CCCCC4)nn23)c1	?	nt
21	COC(=O)c1cn(NC(=O)/C=C/c2cc(OC)ccc2OC)c(=O)c2ccccc12	0%	0
22	Cc1cc(C[n+]2cc(Cl)ccc2N)c2ncccc2c1	3%	12
23	CN(C(=O)Nc1ccccc1)C1CCCc2ccccc21 (centres undefined)	?	nt
24	COc1ccc(C)cc1NC(=O)C/C(C)=N/NC(=O)Cc1cccc2ccccc12	?	nt
25	CCn1c(CSCc2ccc(Cl)cc2)n[nH]c1=S	8%	18
26	CCn1c(SCC(=O)Nc2cc(C)on2)nnc1-c1cccnc1	?	nt
27	COc1ccc2c(c1)nc(SCC(O)c1ccccc1)n2C (centres undefined)	-4%	5
28	CCNc1nc(Cl)nc(NC2CCCCC2)n1	-20%	-1
29	Nc1nc(C23CC4CC(CC(C4)C2)C3)[nH]c(=O)n1	11%	5
30	O=C(N/N=C/c1cccs1)c1cncc(Br)c1	?	nt
31	Cc1ccc(N=C(NOCc2ccc(Cl)cc2Cl)c2nonc2N)c(C)c1	?	nt
32	Cc1cc(C)c2nc(SCC(=O)N3CC(=O)Nc4ccccc43)c(C#N)cc2c1	-9%	-10
33	O=C(CCC1CCCCC1)Nc1nnc(C(F)(F)F)s1	-17%	-10
34	O=C(NCCCN1CCOCC1)C1Cc2c(ccc3ccccc23)O1 (centres undefined)	?	nt
35	CCOC(=O)C1CCCN(c2cc(NCCCO)c([N+](=O)[O-])c3nonc23)C1 (centres undefined)	?	nt
36	S=C(Nc1ccccc1)Nc1cccc(Br)c1	i	-4
37	O=c1oc(-c2cccc(C(F)(F)F)c2)nn1-c1ccc(C(F)(F)F)cn1	12%	0
38	O=c1oc2cc(Oc3ccc(C(F)(F)F)cc3[N+](=O)[O-])ccc2c2c1CCCC2	22%	-2
39	CCn1nc(C(=O)OCC(=O)NCC(C)C)c2ccccc2c1=O	-17%	3
40	O=C(Nc1ccc2c(c1)OCCO2)C1CCCN(S(=O)(=O)Cc2ccccc2)C1 (centres undefined)	2%	-6
41	Cc1cc(NC(=O)COC(=O)CCNS(=O)(=O)c2cccc(C(F)(F)F)c2)no1	?	nt
42	O=C(NCc1ccco1)C(C(=O)c1ccccc1)n1ccccc1=O (centres undefined)	?	nt
43	COc1ccc(-n2nnc3c(=O)n(CC(=O)N4CCCCC4)cnc32)cc1	i	nt
44	Cc1ccc(NC(=O)CN(C)C(=O)c2ccc(NC(=O)CC3SC(N4CCCC4)=NC3=O)cc2)cc1 (centres undefined)	-2%	0
45	Cc1ccsc1C(=O)OCC(=O)N1CCOCC1	-4%	-3
46	CCCOC(=O)CSC1=C(C#N)C(c2ccc3c(c2)OCO3)CC(=O)N1 (centres undefined)	27%	-8
47	Cc1c(S(=O)(=O)N2CCN(C(c3ccccc3)c3ccccc3)CC2)c(=O)n(C)c(=O)n1C	i	-2
48	O=C(CCCN1C(=O)c2cccc3cccc(c23)C1=O)N1CCN(c2ccccc2)CC1	-24%	2
49	CCc1ccc2nc(NC(=O)CCCc3cccs3)sc2c1	i	nt
50	Cc1cccc(-n2nnc3c(=O)n(Cc4ccccn4)cnc32)c1	4%	1

# Other structures.
item	molecule	Lipid storage S3	Lipid storage S3 cell count max
51	Cc1nnc2n1N=C(c1ccc(OC(F)F)cc1)C(C)S2 (centres undefined)	i	-18
52	Nc1nc2nn(-c3ccccc3)nc2c(=O)[nH]1	-1%	17
53	CCCCc1c(O)nc(SCC(=O)N2CCOCC2)n(-c2ccc(OC)cc2)c1=O	?	nt
54	O=C(Oc1ccccc1)c1cccnc1Oc1ccccc1	?	nt
55	COc1ccc(NC(=S)N2CCC(NC(=O)c3ccc(F)cc3)CC2)cc1	?	nt
56	CCOC(=O)c1c(C)[nH]c(C(=O)OCC(=O)NC(C)C)c1C	?	nt
57	Cc1nn(CCc2n[nH]c(=S)n2-c2ccc(F)cc2)c(C)c1[N+](=O)[O-]	?	nt
58	O=c1cc(CO)occ1OCc1cccc(F)c1	?	nt
59	CCS(=O)(=O)Nc1cccc(C2=NN(S(=O)(=O)CC)C(c3cccs3)C2)c1 (centres undefined)	i	3
60	Cc1ccc(Oc2ccccc2)c(NC=O)c1	18%	-24
61	Cc1ccc2c3c(c(SCC(=O)Nc4nccs4)nc2c1)CCCC3	-3%	1
62	Cc1nnsc1C(=O)NCc1c(F)cccc1Cl	?	nt
63	Cc1noc(C)c1S(=O)(=O)Nc1ccc(C(=O)N2CCN(c3cccc(Cl)c3)CC2)cc1	?	nt
64	Cc1ccc(-c2cn(CCC(=O)O)c(-c3ccc(Cl)nc3)n2)cc1	?	nt
65	O=C(CSc1ccccc1)NC1=NCCS1	?	nt
66	Cc1ccsc1C(=O)N1CC(=O)Nc2ccccc21	?	nt
67	CCC(c1nnnn1Cc1ccccc1)N1CCN(C(=O)c2ccco2)CC1 (centres undefined)	?	nt
68	CCOc1ccccc1OCC(=O)NNC(=O)Cn1cnc2c1c(=O)n(C)c(=O)n2C	?	nt
69	Cc1ccc(S(=O)(=O)N2CCN=C2SC(C)c2ccccc2)cc1 (centres undefined)	?	nt
70	COc1cc(NC(=O)Nc2cccc3cccnc23)cc(OC)c1OC	-42%	7
71	CC12CCC(C(=O)N(CC(O)CN3CCN(Cc4ccccc4)CC3)C1=O)C2(C)C (centres undefined)	?	nt
72	CCCCc1c(C)nc2c(OC)cccc2c1SCCC(=O)O	5%	nt
73	CCOc1ccccc1-n1c(CNc2ccc(F)cc2)nnc1SCC(=O)NCc1ccco1	?	nt
74	Cc1ccc(C)c(Oc2coc3cc(OCC(=O)Nc4ccccc4C(C)C)ccc3c2=O)c1	?	nt
75	CCOc1ccccc1NC(=O)CSCC(=O)Nc1ccccc1	?	nt

# Entries of single compounds, looked up by structure. Screens in order: Lipid storage S3, Lipid storage S3 cell count max
# `Nc1nc(C23CC4CC(CC(C4)C2)C3)[nH]c(=O)n1` is entered as 11%, 5
# `CCOc1ccccc1NC(=O)CSCC(=O)Nc1ccccc1` is entered as ?, nt
# `Cc1nn(CCc2n[nH]c(=S)n2-c2ccc(F)cc2)c(C)c1[N+](=O)[O-]` is entered as ?, nt
# `Cc1cccc(-n2nnc3c(=O)n(Cc4ccccn4)cnc32)c1` is entered as 4%, 1

# Another view of 4 compounds above:
cpd	Lipid storage S3	Lipid storage S3 cell count max	Compound
31	?	nt	Cc1ccc(N=C(NOCc2ccc(Cl)cc2Cl)c2nonc2N)c(C)c1
32	-9%	-10	Cc1cc(C)c2nc(SCC(=O)N3CC(=O)Nc4ccccc43)c(C#N)cc2c1
33	-17%	-10	O=C(CCC1CCCCC1)Nc1nnc(C(F)(F)F)s1
34	?	nt	O=C(NCCCN1CCOCC1)C1Cc2c(ccc3ccccc23)O1 (centres undefined)

# (listing goes on)
item	molecule	Lipid storage S3	Lipid storage S3 cell count max
76	CN1CCN(C(=S)Nc2cccc(Cl)c2)CC1	-16%	0
77	CCCc1cc(=O)oc2c(CN(CC)CC)c(O)c(Cl)cc12	18%	11
78	CCCCNC(=O)CCn1c(=O)c2ccccc2n(CC(=O)NCCc2ccc(OC)c(OC)c2)c1=O	i	nt
79	CC(C)c1ccc(OCC(=O)N2CCCCCC2)c(Br)c1	?	nt
80	Cc1cc(NC(=O)c2cnn3c(C(F)F)cc(C4CC4)nc23)no1	27%	1
81	CCc1sc(NS(C)(=O)=O)nc1-c1ccccc1	?	nt
82	CCOc1ccc2nc(-c3ccccc3)[nH]c2c1	?	nt
83	COc1cccc(C(=O)NC(=S)Nc2ccc3c4c(cccc24)CC3)c1	23%	-1
84	CCn1c(/C=C/c2ccc(O)cc2)nc2ccccc2c1=O	i	-18
85	Cc1ccccc1C(=O)NC(=S)Nc1ccc(N2CCOCC2)cc1	?	nt
86	CC1CCN(C(=O)C2CCCN(c3ncnc4c3nc3n4CCCCC3)C2)CC1 (centres undefined)	20%	-11
87	COc1cc(Br)c(Br)c(Br)c1N	7%	2
88	C=CCN1C(=O)C(CC(=O)O)SC1=Nc1ccc(N=Nc2ccccc2)cc1 (centres undefined)	7%	1
89	CCOC(=O)[C@H]1[C@H]2COc3ccc(C)cc3[C@@H]2N2C(=O)c3ccc(C)cc3NC(=O)[C@@]12C	?	nt
90	O=C(NCC1CCCO1)c1cccc(NS(=O)(=O)c2ccccc2)c1 (centres undefined)	?	nt
91	O=C(NCCN1CCOCC1)c1ccccc1-c1ccccc1	?	nt
92	COCCNC(=O)c1ccccc1NC(=O)CN(c1ccc2c(c1)OCO2)S(C)(=O)=O	?	nt
93	Cc1cc(C)cc(C(=O)NC(=S)Nc2ccc(-c3cc4ccccc4oc3=O)cc2)c1	14%	6
94	Cc1onc(-c2ccccc2)c1C(=O)N1CCN(C)CC1	?	nt
95	CN(C)/C=N/c1nc2nccc(-c3ccc(Cl)cc3)n2n1	?	nt
96	Cc1ccc(CNC(=O)Cn2cnc(S(=O)(=O)N3CCC(C)CC3)c2)o1	?	nt
97	CCCCCCC[N+](CC)(CC)CCCCc1ccc(Cl)cc1	?	nt
98	O=C(Cn1[nH]c(=O)c2ccccc2c1=O)OCC(=O)N1CCc2ccccc2C1	?	nt
99	CCNC(=S)Nc1ccc(S(=O)(=O)Nc2cc(C)nc(C)n2)cc1	?	nt
100	COC(=O)CCS(=O)(=O)c1ccc(Cl)cc1	?	nt
101	Cc1cc(OCC(=O)Nc2ccc(F)c(F)c2)nc(C(C)C)n1	?	nt
102	Cc1ccc(-n2ncc3c2CC(C)(C)CC3NC(=O)CCc2cccnc2)cc1 (centres undefined)	i	13
103	Cc1ccc(/C=C/C(=O)NCCc2ccccc2)o1	i	-27
104	CSc1nc(C)cc(C)c1C(N)=O	4%	1
105	COc1ccc(NS(=O)(=O)c2cc3c(cc2C)N(C(C)=O)CCO3)cc1	?	nt
106	Cc1cccc(C)c1NC(=O)C(Cl)C(=O)c1ccccc1 (centres undefined)	?	nt
107	CC(Sc1ccccc1)C(=O)N1CCN(S(=O)(=O)c2ccccc2)CC1 (centres undefined)	0.01µM*	23*
108	CSc1ccc(S(=O)(=O)N2CCC(C(=O)NCc3ccco3)CC2)cc1	?	nt
109	CC1(C)CC(=O)C2=C(C1)N(c1ccccc1)C(=O)CC2c1ccc(O)cc1 (centres undefined)	10%	9
110	O=C(CSc1nc2ccccc2[nH]1)Nc1nc(-c2ccccc2)c(-c2ccccc2)o1	6%	-16
111	COc1ccc(N2C(=O)CC(N3CCC(O)(c4ccc(Cl)cc4)CC3)C2=O)cc1 (centres undefined)	i	-10
112	c1ccc(-c2noc(-c3cccc4ccccc34)n2)cc1	?	nt
113	COC(=O)CCCCC1SCC2NC(=O)NC21 (centres undefined)	23%	5
114	CCOC(=O)c1[nH]c(C)c(C(=O)OCC(=O)N2c3ccccc3CC2C)c1C (centres undefined)	?	nt
115	Cc1ccccc1N1C(=S)NC2c3ccccc3OC1(C)C2C(=O)N(C)C (centres undefined)	3%	9
116	COc1ccc2nc(C)cc(SCC(=O)O)c2c1	?	-27
117	O=C(c1cccs1)N(c1cccc(Cl)c1)C1C=CS(=O)(=O)C1 (centres undefined)	8%	nt
118	COc1ccc(OC)c(C(=O)c2ccc(C(=O)N3CCN(Cc4csc(C)n4)CC3)cc2)c1	?	nt
119	COc1ccc(CC(=O)O)cc1O	-8%	-7
120	O=C(CCc1nnc(Cc2ccc3c(c2)OCO3)o1)NCc1nc2ccccc2s1	?	nt
121	Cc1ccc2cc(/C=C/C(=O)c3ccco3)c(Cl)nc2c1	-18%	-6
122	COc1ccc(CN2CCN(C(=O)CCC(=O)c3ccc(C)s3)CC2)cc1OC	?	nt

# An excerpt; count on the stated rates, not on these rows.
